sEH act: soluble epoxide hydrolase (human) activation; activation, % at 2 µM; P34913; 91,000 compounds, 0.04% hits; purified human sEH enzymatic activity, activator screen; in the data active = activation above about 37%; also: values of inactives mirror those of a sister screen read the other way
S1P2 agonist: activates the human S1P2 receptor; activation, % at 4.5 µM; 97,000 compounds, 0.46% hits; O95136; S1P2-expressing cell line, agonist reporter read-out; in the data active = activation above about 16%;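 also: 0% = vehicle low control and 100% = maximal reference agonist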
CYP2C19 inh: inhibitors of human CYP2C19. P33261. CYP2C19 Supersomes, luciferin-H EGE luminescence, 30 min. inhibition, % at 5 µM. 96,000 compounds, 21% hits;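 active = CYP2C19 inhibition above a set limit at 5 µM in the primary screen, cut at about 50% in these data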;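 also: plate controls were negative control wells for no effect and 2.5 mM tranylcypromine positive control for full effect; values of inactives mirror those of a sister screen read the other way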
CYP2C19 act: cytochrome P450 2C19 (human) activation; P33261; recombinant CYP2C19, luciferin-H EGE luminescence; hits give high values; 0 = fully inhibited enzyme, 1 = untreated enzyme; activation factor at 5 µM; 96,000 tested, under 10 active;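 active = activation factor of at least 2 at 5 µM in the primary screen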;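 also: 0 = wells with 2.5 mM tranylcypromine and 1 = vehicle-only wells; values of inactives mirror those of a sister screen read the other way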
sEH inh: inhibitors of human soluble epoxide hydrolase; P34913; recombinant human sEH enzymatic activity assay; inhibition, % at 2 µM; 91,000 compounds, 0.34% hits; AID 707; in the data active = inhibition above about 80%; also: values of inactives mirror those of a sister screen read the other way; many of its hits are not listed in these tables
S1P2 blocker: antagonists of human S1P2 receptor; O95136; cell-based S1P2 antagonist assay, inhibition at 5 uM; inhibition, % at 5 µM; 97,000 compounds, 0.21% hits; in the data active = inhibition above about 45%;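 also: CRE beta-lactamase reporter cells expressing human S1P2 stimulated with S1P; 0% = agonist at EC80 alone and 100% = agonist plus reference antagonist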
PostGolgi ctrl: growth of the yeast control strain, post-Golgi counter-screen; inhibition, % at 10 µM; efflux-deficient yeast background strain, growth absorbance A615, 16 h; 98,000 compounds, 5% hits
PostGolgi yeast: growth inhibition of a yeast mutant, post-Golgi transport screen; post-Golgi transport phenotypic cell assay; inhibition, % at 10 µM; 98,000 compounds, 0.9% hits;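 also: yeast cells grown in 1536-well plates; yeast grown about 18 h at 30C before absorbance read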
hDAT+cocaine: modulates human dopamine transporter uptake under cocaine. LLC-PK1 hDAT cells, [14C]-dopamine uptake with cocaine IC80; actives deviate in either direction. B-score at 10 µM. 110,000 compounds, 1.3% hits;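 active = Z score or B-score, a plate-position-corrected score, falls beyond the plate's 99.7% confidence bounds, in either direction; inactive = both scores lie inside the 99.7% bounds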;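 also: scored against the spread of the other compound wells on the same plate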
Target sequence (Q01959 whole entry, looked up): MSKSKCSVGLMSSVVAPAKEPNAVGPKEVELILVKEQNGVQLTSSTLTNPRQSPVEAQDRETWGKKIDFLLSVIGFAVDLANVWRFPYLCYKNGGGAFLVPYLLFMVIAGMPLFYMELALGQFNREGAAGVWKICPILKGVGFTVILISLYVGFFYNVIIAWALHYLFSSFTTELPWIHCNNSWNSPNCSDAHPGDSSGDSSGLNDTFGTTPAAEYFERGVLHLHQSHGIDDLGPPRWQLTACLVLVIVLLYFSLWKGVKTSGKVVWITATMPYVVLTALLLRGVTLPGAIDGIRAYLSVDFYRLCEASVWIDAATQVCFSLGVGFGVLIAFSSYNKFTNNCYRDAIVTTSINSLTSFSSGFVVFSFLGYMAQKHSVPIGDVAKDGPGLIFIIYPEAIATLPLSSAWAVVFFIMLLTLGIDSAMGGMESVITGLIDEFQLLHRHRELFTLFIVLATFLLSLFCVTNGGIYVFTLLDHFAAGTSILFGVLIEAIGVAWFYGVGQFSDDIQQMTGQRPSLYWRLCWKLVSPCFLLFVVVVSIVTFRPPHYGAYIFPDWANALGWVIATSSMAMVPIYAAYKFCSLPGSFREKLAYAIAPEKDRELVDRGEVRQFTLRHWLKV
Numbers without * were called inactive; / = not tested or not shown. Rule as the data show it, unless noted: active = inhibition above about 30%; inactive = the rest.

Start of the listing, in advance:
Codes – A = sEH act; B = S1P2 agonist; C = CYP2C19 inh; D = CYP2C19 act; E = sEH inh; F = S1P2 blocker; G = PostGolgi ctrl; H = PostGolgi yeast; I = hDAT+cocaine
1) Cc1ccc(O)c(C(=O)c2cc(C#N)c(=O)n(CC3CCCO3)c2)c1 (centres undefined)
  A: 6; B: -1; C: 66*; D: 0.3; E: -7; F: 13; G: 24; H: 4; I: 0.56

2) CC1(C)OC(=O)C(=CNc2ccc(F)cc2)C(=O)O1
  A: 14; B: -3; C: 2; D: 1; E: -16; F: 22; G: 0; H: 4; I: -0.99

3) CCOc1ccc(Cn2ccnc2CCl)cc1[N+](=O)[O-]
  A: 6; B: -4; C: 16; D: 0.8; E: -5; F: -1; G: -5; H: 3; I: /

This part in full, previewed entries included:
Codes – A = sEH act; B = S1P2 agonist; C = CYP2C19 inh; D = CYP2C19 act; E = sEH inh; F = S1P2 blocker; G = PostGolgi ctrl; H = PostGolgi yeast; I = hDAT+cocaine
1) Cc1ccc(O)c(C(=O)c2cc(C#N)c(=O)n(CC3CCCO3)c2)c1 (centres undefined)
  A: 6; B: -1; C: 66*; D: 0.3; E: -7; F: 13; G: 24; H: 4; I: 0.56

2) CC1(C)OC(=O)C(=CNc2ccc(F)cc2)C(=O)O1
  A: 14; B: -3; C: 2; D: 1; E: -16; F: 22; G: 0; H: 4; I: -0.99

3) CCOc1ccc(Cn2ccnc2CCl)cc1[N+](=O)[O-]
  A: 6; B: -4; C: 16; D: 0.8; E: -5; F: -1; G: -5; H: 3; I: /

4) COC(=O)c1ccc(NC(=O)c2ccc(N(C)S(C)(=O)=O)cc2)cc1
  A: 0; B: -3; C: 1; D: 1; E: 2; F: -13; G: -8; H: -13; I: 0.13

5) CCOCCCNC(=S)NNC(=O)CCn1nc(C)c(Br)c1C
  A: 4; B: 2; C: 34; D: 0.7; E: -2; F: -19; G: 14; H: 1; I: 0.0078

6) CCOC(=O)c1c(CN(C)C)oc2cc(CN(C)C)c(O)c(CSc3ccccc3)c12
  A: 0; B: -3; C: 92*; D: 0.1; E: -2; F: -2; G: 16; H: -6; I: 0.43

7) COC(=O)Cc1c(C)c2c(OCc3nn[nH]n3)cc(C)cc2oc1=O
  A: -4; B: -8; C: 7; D: 0.9; E: 5; F: 6; G: 11; H: 2; I: 0.41

8) CCC(=O)N1c2ccc(S(=O)(=O)CCC(=O)NCCC3=CCCCC3)cc2CC1C (centres undefined)
  A: /; B: -3; C: 21; D: 0.8; E: /; F: -15; G: 1; H: -2; I: 0.12

9) C/C(CC(=O)Nc1ccc(OCc2ccccc2)cc1)=N\NC(=O)C(=O)Nc1ccccc1C
  A: 0; B: -2; C: -11; D: 1.1; E: 2; F: 4; G: 7; H: -12; I: -0.18

10) Clc1ccc(Oc2cnc3ccccc3n2)cc1
  A: 7; B: -13; C: 19; D: 0.8; E: -4; F: 22; G: 11; H: -4; I: -0.76

Three entries already listed, ordered by the value under CYP2C19 inh, smallest number first:
# | mol | sEH act | S1P2 agonist | CYP2C19 inh | CYP2C19 act | sEH inh | S1P2 blocker | hDAT+cocaine
10 | Clc1ccc(Oc2cnc3ccccc3n2)cc1 | 7 | -13 | 19 | 0.8 | -4 | 22 | -0.76
8 | CCC(=O)N1c2ccc(S(=O)(=O)CCC(=O)NCCC3=CCCCC3)cc2CC1C (centres undefined) | / | -3 | 21 | 0.8 | / | -15 | 0.12
5 | CCOCCCNC(=S)NNC(=O)CCn1nc(C)c(Br)c1C | 4 | 2 | 34 | 0.7 | -2 | -19 | 0.0078

In the list so far, these have a Cl atom:
Codes – A = sEH act; B = S1P2 agonist; C = CYP2C19 inh; D = CYP2C19 act; E = sEH inh; F = S1P2 blocker; G = PostGolgi ctrl; H = PostGolgi yeast; I = hDAT+cocaine
3) CCOc1ccc(Cn2ccnc2CCl)cc1[N+](=O)[O-]
  A: 6; B: -4; C: 16; D: 0.8; E: -5; F: -1; G: -5; H: 3; I: /

10) Clc1ccc(Oc2cnc3ccccc3n2)cc1
  A: 7; B: -13; C: 19; D: 0.8; E: -4; F: 22; G: 11; H: -4; I: -0.76

Further records follow:
Codes – A = sEH act; B = S1P2 agonist; C = CYP2C19 inh; D = CYP2C19 act; E = sEH inh; F = S1P2 blocker; G = PostGolgi ctrl; H = PostGolgi yeast; I = hDAT+cocaine
11) CC(C)(CNS(=O)(=O)c1ccc(Cl)cc1)N1CCCCC1
  A: /; B: /; C: 64*; D: 0.4; E: /; F: /; G: 6; H: 4; I: -1.2

12) O=C(CSc1ncnc2ccccc12)N1CCN(c2ccccc2)CC1
  A: 6; B: 2; C: /; D: /; E: -6; F: -11; G: /; H: /; I: /

13) Cn1cccc1/C=N/n1c(-c2ccccc2)n[nH]c1=S
  A: -21; B: 1; C: 41; D: 0.6; E: 20; F: -19; G: 8; H: 3; I: -0.34

14) COc1ccc(/C=N/NC(=O)C(Cc2c[nH]c3ccccc23)NC(=O)OCC(C)C)cc1[N+](=O)[O-] (centres undefined)
  A: 1; B: -3; C: -1; D: 1; E: 2; F: -25; G: -7; H: 11; I: /

15) Nc1nc(-c2ccc(Cl)cc2)cn1N
  A: -8; B: -5; C: -5; D: 1.1; E: 5; F: 13; G: 15; H: 3; I: 0.9

16) COC(=O)c1[nH]c2ccccc2c1NC(=O)CNC1CCCCC1
  A: 6; B: -6; C: -11; D: 1.1; E: -7; F: 17; G: 1; H: 7; I: 0.33

17) COC(=O)c1ccccc1NC(=O)C12CC3CC(C1)CC(n1cnc(Cl)n1)(C3)C2
  A: -2; B: -4; C: /; D: /; E: 5; F: -28; G: /; H: /; I: 0.065

18) CCN(CC)CCNC(=O)c1c(O)c2cccc3c2n(c1=O)CCC3
  A: /; B: /; C: -9; D: 1.1; E: /; F: /; G: 3; H: 0; I: 0.18

19) Nc1nnc(COc2ccc(Br)cc2Br)s1
  A: 11; B: -6; C: 71*; D: 0.3; E: -9; F: -14; G: 3; H: 8; I: 0.016

20) c1ccc2c(c1)C(=Nn1cnnc1)c1ccccc1-2
  A: 0; B: 0; C: 44; D: 0.6; E: 3; F: -10; G: -11; H: /; I: 0.019

(cont.)
Codes – A = sEH act; B = S1P2 agonist; C = CYP2C19 inh; D = CYP2C19 act; E = sEH inh; F = S1P2 blocker; G = PostGolgi ctrl; H = PostGolgi yeast; I = hDAT+cocaine
21) CCCC/C(C)=N/NC(=O)Nc1ccccc1
  A: -45; B: -10; C: 22; D: 0.8; E: 47; F: 7; G: 4; H: -2; I: -0.24

22) CN1CCN(c2ccc([N+](=O)[O-])c(Sc3nc4ccccc4[nH]3)c2)CC1
  A: 5; B: -3; C: 34; D: 0.7; E: -4; F: 7; G: 7; H: 2; I: /

23) Cc1nc(CS(=O)c2ccccc2)cc(N2CCOCC2)n1 (centres undefined)
  A: 4; B: -1; C: 4; D: 1; E: -4; F: -1; G: 0; H: 15; I: -0.15

24) O=C1c2ccccc2CC1Sc1nnc(-c2ccncc2)o1 (centres undefined)
  A: 3; B: -5; C: 96*; D: 0; E: -3; F: 4; G: -9; H: 5; I: 0.15

25) CCOC(=O)c1c(NC(=O)c2cccs2)sc(C)c1CC
  A: /; B: -2; C: 44; D: 0.6; E: /; F: -17; G: 5; H: 19; I: 0.23

26) Cc1ccc(C2C(C(=O)c3cc4ccccc4o3)=C(O)C(=O)N2CCN2CCOCC2)o1 (centres undefined)
  A: 4; B: -4; C: -3; D: 1; E: -2; F: 10; G: -1; H: 5; I: -0.89

27) CCOC(=O)C(C)n1cnc2c(nnn2-c2ccc(C)cc2)c1=O (centres undefined)
  A: -5; B: -7; C: 2; D: 1; E: 5; F: 18; G: -4; H: 3; I: 0.6

28) CCCn1c2ccccc2c2nnc(SC(CC)C(=O)Nc3cc(C)on3)nc21 (centres undefined)
  A: -3; B: 30*; C: /; D: /; E: 8; F: -38; G: /; H: /; I: 2.1

29) Cc1ccc(CN2C(=O)c3ccccc3C2C(=O)NCc2cccnc2)cc1 (centres undefined)
  A: 4; B: -3; C: 71*; D: 0.3; E: -5; F: 26; G: 5; H: -2; I: -0.066

30) CCOc1ccc(OCCSc2nc3ccccc3[nH]2)cc1
  A: -8; B: -4; C: /; D: /; E: 11; F: -3; G: /; H: /; I: 0.16

31) COc1cc2cc(CN(CCCO)S(=O)(=O)c3ccccc3)c(=O)[nH]c2cc1OC
  A: /; B: /; C: -6; D: 1.1; E: /; F: /; G: 13; H: 0; I: 0.59

32) COC(=O)/C(N=Nc1cccc(C(F)(F)F)c1)=C(\C)O
  A: 21; B: -2; C: 42; D: 0.6; E: -23; F: 5; G: 6; H: 5; I: 0.15

Quoted at random: 2 compounds from above, in no set order.
Codes – A = sEH act; B = S1P2 agonist; C = CYP2C19 inh; D = CYP2C19 act; E = sEH inh; F = S1P2 blocker; G = PostGolgi ctrl; H = PostGolgi yeast; I = hDAT+cocaine
32) COC(=O)/C(N=Nc1cccc(C(F)(F)F)c1)=C(\C)O
  A: 21; B: -2; C: 42; D: 0.6; E: -23; F: 5; G: 6; H: 5; I: 0.15

24) O=C1c2ccccc2CC1Sc1nnc(-c2ccncc2)o1 (centres undefined)
  A: 3; B: -5; C: 96*; D: 0; E: -3; F: 4; G: -9; H: 5; I: 0.15

From PubChem
